Assay outcomes (PubChem)
PostGolgi ctrl: inhibits growth of the yeast control strain | actives 5% (n = 98,000) | inhibition, % at 10 µM | efflux-deficient yeast background strain, growth absorbance A615, 16 h
PostGolgi yeast: growth inhibition of a yeast mutant, post-Golgi transport screen; post-Golgi transport phenotypic cell assay; inhibition, % at 10 µM; actives 0.9% (n = 98,000);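 also: yeast cells grown in 1536-well plates; yeast grown about 18 h at 30C before absorbance read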
PTPN22 act: increases human PTPN22 phosphatase activity | recombinant LYP, DiFMUP fluorescence; 0 = plate median, 100 = signal doubled | actives 0.11% (n = 96,000) | activation, % at 2 µM | AID 697 | Q9Y2R2;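 active = activation at 2 µM above a set limit, the mean plus 5 SD, cut at about 37% in these data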
DAT uptake mod: changed human dopamine transporter uptake under cocaine IC80 | Q01959 | LLC-PK1 hDAT cells, [14C]-dopamine uptake with cocaine IC80; actives deviate in either direction | B-score at 10 µM | actives 1.3% (n = 110,000);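 active = Z score or B-score, a plate-position-corrected score, falls beyond the plate's 99.7% confidence bounds, in either direction; inactive = both scores lie inside the 99.7% bounds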;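 also: scored against the spread of the other compound wells on the same plate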
Ecoli WT expand: growth inhibitors of E. coli BW25113 wild type; AID 710; OD600 absorbance; actives 0.15% (n = 98,000); growth inhibition, % at 100 µM;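 active = growth inhibition above about 50% at one test dose, limit read from the data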;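 also: growth measured after 20 h incubation at 37 °C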
LYP inh 2: blocks human PTPN22 phosphatase activity. Q9Y2R2. actives 0.21% (n = 96,000). AID 640. recombinant LYP catalytic domain, DiFMUP fluorescence. inhibition, % at 2 µM;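 active = inhibition at 2 µM at or above a set limit, the screen mean plus 3 SD, cut at about 24% in these data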;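 also: 0% = DMSO with enzyme and 100% = enzyme fully blocked by orthovanadate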
CYP2C9 inh: inhibitors of human CYP2C9 | actives 20% (n = 96,000) | inhibition, % at 5 µM | P11712 | AID 777 | CYP2C9 Supersomes, luciferin-H conversion, luminescence;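 active = blocking of liver enzyme CYP2C9 beyond about 50% at 5 µM, limit read from the data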; also: values of inactives mirror those of a sister screen read the other way
Target sequence (P11712 whole entry, looked up): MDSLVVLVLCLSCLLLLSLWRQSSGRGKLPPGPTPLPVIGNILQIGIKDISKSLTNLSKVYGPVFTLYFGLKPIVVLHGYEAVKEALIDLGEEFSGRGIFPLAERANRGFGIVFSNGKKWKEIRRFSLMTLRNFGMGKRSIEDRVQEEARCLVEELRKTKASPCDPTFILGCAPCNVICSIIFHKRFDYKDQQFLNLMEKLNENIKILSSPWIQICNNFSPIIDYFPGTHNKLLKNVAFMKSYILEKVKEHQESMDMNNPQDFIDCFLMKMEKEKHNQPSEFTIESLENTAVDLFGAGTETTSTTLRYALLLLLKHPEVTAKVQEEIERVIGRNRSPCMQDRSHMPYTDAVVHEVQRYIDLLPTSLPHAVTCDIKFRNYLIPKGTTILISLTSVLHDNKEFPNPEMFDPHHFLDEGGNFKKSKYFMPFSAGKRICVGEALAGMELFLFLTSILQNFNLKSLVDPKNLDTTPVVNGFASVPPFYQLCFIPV
Pyk2 oligo antag: Pyk2 (human) oligomerization antagonism. actives 0.83% (n = 99,000). Q293 cells, Pyk2 FERM NanoBiT luminescence; stronger effect = lower value. z-score (the deposit names both 25 µM and 10 µM). AID 1347419;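 active = Z-score of -3 or lower, scaled per plate to the spread of control and sample wells; inactive = z-score above -3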;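 also: negative z-score means lost luminescence so less FERM oligomerization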
CYP2C9 activ: increases human cytochrome P450 2C9 activity | activation factor at 5 µM | P11712 | recombinant CYP2C9, luciferin-H conversion, luminescence; stronger effect = higher value; factor 1 = untreated enzyme, 0 = blocked | actives 1.4% (n = 96,000) | AID 1024;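 active = activation factor of 2 or more for CYP2C9 at a 5 µM dose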;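 also: 0 = sulfaphenazole-blocked wells and 1 = vehicle-only wells; values of inactives mirror those of a sister screen read the other way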
Numbers without * were called inactive; · = not tested or not shown. Rule as the data show it, unless noted: active = inhibition above about 30%; inactive = the rest.

SMILES	PostGolgi ctrl	PostGolgi yeast	PTPN22 act	DAT uptake mod	Ecoli WT expand	LYP inh 2	CYP2C9 inh	Pyk2 oligo antag	CYP2C9 activ
O=C(NC1CCCCC1)c1ccc(CNc2ccccc2)o1	5	-7	10	0.68	-2	-13	58*	-0.17	0.4
CCCCN(CC)S(=O)(=O)c1ccc(C(=O)Nc2nnc(CSC)o2)cc1	9	-7	-5	-0.45	12	4	82*	-1.8	0.2
CC(CCc1ccccc1)NC(=O)C1CCCN(c2nnc(-n3cccc3)s2)C1 (centres undefined)	6	6	-2	-0.69	-3	2	·	·	·
CCOC(=O)Cn1cc(-c2ccccc2)nn1	4	-2	·	-0.59	9	·	-25	0.88	1.3
CCCCN(Cc1ccco1)C(=O)Cn1ncc2c(=O)oc3ccc(C)cc3c21	15	4	8	2.1	-12	-9	20	·	0.8
CCC1=C/C(=C/N(C)c2ccccc2)C(=O)S1	15	5	-7	-1	3	6	13	-0.1	0.9
Cc1cc(C(=O)OC2CCOC2=O)c2ccccc2n1 (centres undefined)	8	-6	4	-0.94	-5	-8	4	-0.23	1
CC(=O)Nc1c(O)nc(SCC(=O)Nc2sc3c(c2C#N)CCCCCC3)[nH]c1=O	-11	0	1	-0.66	8	2	24	-1.2	0.8
Cc1ccccc1NC(=O)Cn1nc(-c2ccccc2)nc1-c1ccccc1	16	-2	-10	0.37	-4	13	56*	-1.6	0.4
O=C(NCCO)NC(=S)c1ccccc1	-5	-1	0	-1.2	0	2	1	0.24	1
COc1ccc(/C=N/NC(=O)CC(=O)NCCc2ccccc2)cc1OC	-4	0	-11	0.09	-7	14	8	0.09	0.9
CCCCSCCCNC(=O)CS(=O)Cc1nc(-c2cccc(C)c2)oc1C (centres undefined)	16	22	-2	0.44	-1	6	78*	0.81	0.2
CC(C)(C)C(=O)Nc1sc2c(c1C#N)CCCCC2	·	·	-2	-1.2	·	2	·	0.39	·
COc1ccc2c(-c3ccccc3)cc(=O)[nH]c2c1	19	-4	2	-0.86	-6	1	41	-0.21	0.6
CCN1CCN(c2ncc(C(=O)Nc3cc(Cl)ccc3OC)c3ccccc23)CC1	3	-4	·	·	0	·	-66	-0.74	1.7
COc1ccccc1NC(=O)CCC(=O)Nc1nnc(C(F)(F)F)s1	9	2	4	-1.4	-1	-6	72*	0.25	0.3
Cc1nc(N2CCc3ccccc3C2)[nH]c(=O)c1CCC(C)C	28	4	-11	-0.8	-15	11	-19	0.32	1.2
CC1=C(C(=O)N(C)CCC#N)C2(CCCCC2)OC1=O	2	-1	-6	-0.03	1	4	-18	·	1.2
N#Cc1cn(-c2ccccc2)nc1C(=O)c1ccccc1	8	12	4	0.41	-7	-6	0	-0.13	1
Cc1ccc(CCNC(=O)CC2Oc3ccc(C)cc3NC2=O)cc1 (centres undefined)	3	9	-6	-0.42	-6	4	1	·	1
CN(CCOC(=O)c1cccc(Br)c1)C(C)(C)C	7	3	-1	·	-15	1	60*	1.6	0.4
Cc1cc(C(=O)Oc2ccccc2C(=O)O)c(C)o1	7	-2	·	-0.47	-5	·	7	1.4	0.9
CCOC(=O)C1CCN(C(=O)COc2ccc(N(C)S(=O)(=O)c3cccs3)cc2)CC1	0	-3	-7	0.00081	1	5	90*	2.9	0.1
O=C(c1ccc(COc2ccc(F)cc2)o1)n1cccn1	28	-2	3	0.66	-4	-3	8	-0.45	0.9
COc1ccccc1N1CCN(C(=O)c2cc(C3CC3)on2)CC1	3	9	5	1.2	-4	-6	77*	·	0.2

Going on with the list.
SMILES	PostGolgi ctrl	PostGolgi yeast	PTPN22 act	DAT uptake mod	Ecoli WT expand	LYP inh 2	CYP2C9 inh	Pyk2 oligo antag	CYP2C9 activ
CC(=O)c1cccc(NC(=O)c2ccc(N(C)S(C)(=O)=O)cc2)c1	10	-7	21	0.13	-2	-27	-1	0.29	1
COc1ccc(-c2ccc(-c3nnc(-c4ccncc4)o3)cc2)cc1	-1	0	·	·	-3	·	35	·	0.7
Cn1c(SCC(=O)N2CCCc3ccccc32)nnc1-c1ccccc1	2	-1	-1	-0.58	0	0	4	0.99	1
O=C(N/N=C/c1ccc([N+](=O)[O-])o1)c1cc(-c2ccncc2)nc2ccccc12	16	-16	-11	0.038	-4	13	90*	0.74	0.1
N=c1c(S(=O)(=O)c2ccccc2)cc2c(=O)n3ccccc3nc2n1Cc1ccco1	7	14	-5	1.1	1	5	11	0.7	0.9
OCCNCC1(O)C2CC3CC(C2)CC1C3 (centres undefined)	5	-7	-5	-0.022	5	5	3	-0.51	1
Nn1cnn(Cc2ccccc2)c1=S	19	-2	4	0.55	0	-1	-33	-0.33	1.3
CC1CCN(c2oc(-c3ccccc3F)nc2C#N)CC1	21	0	-10	-0.015	-3	8	80*	·	0.2
COc1ccc(Cl)cc1-c1nc(-c2ccc(NC(=O)c3ccncc3)cc2)no1	·	·	-7	-0.47	·	4	·	0.33	·
Cc1ccc(C(=O)Nc2ccc(N3CCOCC3)nc2)cc1	21	0	1	1.3	6	3	1	1.4	1
COc1ccccc1C(c1nnnn1Cc1ccco1)N1CCN(c2cccc(C)c2C)CC1 (centres undefined)	·	·	-1	2.4	·	-1	·	-0.25	·
O=C(CCNC(=O)Cn1ccc2ccccc2c1=O)NCCN1CCc2ccccc2C1	1	6	1	1.8	4	-6	1	0.53	1
Cc1cc(NC(=O)c2cc(-c3ccc4c(c3)OCO4)on2)n(-c2ccccc2)n1	11	4	-2	0.68	-5	0	12	0.56	0.9
COc1ccc(C(=O)CC(Nc2ccc([N+](=O)[O-])cc2)c2ccc(OC)cc2)cc1 (centres undefined)	18	2	0	0.026	-26	4	68*	-0.49	0.3
COC(=O)c1[nH]c2cc(OC)ccc2c1N	10	-7	-5	-0.78	4	3	3	-0.06	1
O=C(Nc1ccc(-n2ccnc2P(=O)(O)c2ccccc2)cc1)c1ccccc1Cl	-3	0	-2	-1.4	4	4	26	-0.22	0.7
O=c1c2ccccc2nnn1CSc1nc2sc3c(c2c(=O)n1CC1CCCO1)CCC3 (centres undefined)	12	12	-4	0.42	-6	5	85*	-0.9	0.2
Cc1ccc(NC(=O)CN2C(=O)NC3(CCc4ccccc43)C2=O)cc1Cl (centres undefined)	22	-8	-2	-1.2	10	3	38	-1.1	0.6
CCN(CC(=O)Nc1c(C(=O)OC)[nH]c2ccc(Cl)cc12)c1ccc2c(c1)OCO2	57*	19	-10	1.4	-14	10	97*	-0.26	0
CC1=C(C(=O)OCc2ccccc2)C(c2ccccc2OC(F)F)NC(=O)N1 (centres undefined)	·	·	·	1.1	·	·	15	-1.8	0.9
CCN(CC)S(=O)(=O)c1cccc(C(=O)N[C@H](C(=O)OCC(=O)NC(=O)NC)C(C)C)c1	-2	-1	-15	-0.57	8	18	24	1	0.8
COCCCn1c(-c2ccc(OC)cc2)nc2nc3ccccc3nc21	21	5	5	0.37	-1	-5	-21	·	1.2
Cc1ccc(-c2nc3sc4c(N)ncnc4c3c3c2CCCC3)cc1	6	-1	1	-4.9*	-25	-2	11	1.3	0.9
N#CC1=C(N)SC(N)=C(C#N)C1c1ccnc2ccccc12	24	12	2	-0.21	5	-4	70*	-0.35	0.3
CC1CCCCC1NC(=O)Cn1[nH]c(=O)c2ccccc2c1=O (centres undefined)	9	4	5	-0.65	1	-7	-6	1.8	1.1

Quoted at random: five records from the list
SMILES	PostGolgi ctrl	PostGolgi yeast	PTPN22 act	DAT uptake mod	Ecoli WT expand	LYP inh 2	CYP2C9 inh	Pyk2 oligo antag	CYP2C9 activ
Cc1ccc(C(=O)Nc2ccc(N3CCOCC3)nc2)cc1	21	0	1	1.3	6	3	1	1.4	1
Cc1ccc(-c2nc3sc4c(N)ncnc4c3c3c2CCCC3)cc1	6	-1	1	-4.9*	-25	-2	11	1.3	0.9
COc1ccc(Cl)cc1-c1nc(-c2ccc(NC(=O)c3ccncc3)cc2)no1	·	·	-7	-0.47	·	4	·	0.33	·
CC1CCN(c2oc(-c3ccccc3F)nc2C#N)CC1	21	0	-10	-0.015	-3	8	80*	·	0.2
O=c1c2ccccc2nnn1CSc1nc2sc3c(c2c(=O)n1CC1CCCO1)CCC3 (centres undefined)	12	12	-4	0.42	-6	5	85*	-0.9	0.2

The listing picks up with the 5 entries that preceded the break.
SMILES	PostGolgi ctrl	PostGolgi yeast	PTPN22 act	DAT uptake mod	Ecoli WT expand	LYP inh 2	CYP2C9 inh	Pyk2 oligo antag	CYP2C9 activ
CCN(CC)S(=O)(=O)c1cccc(C(=O)N[C@H](C(=O)OCC(=O)NC(=O)NC)C(C)C)c1	-2	-1	-15	-0.57	8	18	24	1	0.8
COCCCn1c(-c2ccc(OC)cc2)nc2nc3ccccc3nc21	21	5	5	0.37	-1	-5	-21	·	1.2
Cc1ccc(-c2nc3sc4c(N)ncnc4c3c3c2CCCC3)cc1	6	-1	1	-4.9*	-25	-2	11	1.3	0.9
N#CC1=C(N)SC(N)=C(C#N)C1c1ccnc2ccccc12	24	12	2	-0.21	5	-4	70*	-0.35	0.3
CC1CCCCC1NC(=O)Cn1[nH]c(=O)c2ccccc2c1=O (centres undefined)	9	4	5	-0.65	1	-7	-6	1.8	1.1
CCOc1ccc(N2C(=O)CC(n3nc(C)cc3C)C2=O)cc1 (centres undefined)	10	10	-20	0.25	-7	17	·	-0.55	·
CC(Oc1ccc(-c2ccccc2)c(F)c1)c1ccn(S(=O)(=O)c2ccc(Cl)cc2)n1 (centres undefined)	5	16	0	-1.2	-19	2	68*	-0.22	0.3
CCCNC(=O)CCNC(=O)c1ccc(C(C)(C)C)cc1	4	7	-8	1.2	1	7	9	0.09	0.9
Cc1noc(C)c1S(=O)(=O)NCCN1CCN(c2ccccc2)CC1	-2	-6	-8	-0.95	7	9	-13	-0.91	1.1
CC(=O)Nc1ccc(NC(=O)Cn2cc3c(n2)CCCC3)cc1	2	-5	·	-0.55	-1	·	-17	-0.4	1.2
COc1ccccc1CNC(=O)CCn1c(=O)[nH]c2ccsc2c1=O	-2	3	-5	-0.45	0	2	·	0.06	·
Cc1ccc(CNC(=O)Nc2cccs2)cc1	10	-2	·	-0.24	5	·	10	0.35	0.9
CCOC(=O)n1c(SCC(=O)N(CC)CC)nc2ccccc21	12	-5	0	0.98	-2	-3	31	-0.13	0.7
O=C(O)CSCc1ccc(C(=O)O)o1	5	-2	-2	0.039	2	3	13	-0.06	0.9
Cc1cccc(OCc2nnc(SCC(=O)N3c4ccccc4CC3C)n2C)c1C (centres undefined)	·	·	-2	2.2	·	1	·	-0.54	·
COc1cc(SC)ccc1C(=O)Nc1ccon1	31*	-5	9	1.3	-3	-11	-22	-0.2	1.2
Nc1nnc(N2CCCCCC2)s1	6	1	9	0.61	8	-12	·	-0.41	·
CC1(C)CC(=O)NC=C(c2ccccc2)C1	5	-7	·	-0.83	-1	·	12	-0.32	0.9
COc1ccccc1N1CCN(C(=O)c2cc(-c3cccs3)on2)CC1	50*	11	·	-0.032	0	·	·	-1.4	·
Fc1ccc(C(c2nnnn2Cc2ccccc2)N2CCSCC2)cc1 (centres undefined)	11	-6	3	1.2	-5	-2	4	-0.71	1
OCCNc1ncnc2c1c(-c1ccccc1)c(-c1ccccc1)n2Cc1ccco1	33*	27	2	0.44	-5	-2	56*	-3.3*	0.4
O=C(NCCc1ccccn1)c1ccc(S(=O)(=O)N2CCCCCC2)cc1	7	-5	4	0.76	1	0	26	-0.06	0.7
CCN(C(=O)Cc1c(C(=O)O)[nH]c2ccccc12)c1cc(OC)ccc1OC	-1	-4	4	-1.2	0	-2	14	-0.59	0.9
Cc1cccc(C)c1NC(=S)N/N=C/c1ccc(OCCC(C)C)cc1	14	2	-11	-0.94	-4	9	62*	-0.65	0.4
